Source: PubChem BioAssay
Casp6 inh: blocks human caspase-6 cleavage activity; P55212; purified caspase-6, Z-VEID-R110 cleavage fluorescence; inhibition, % at 12.5 µM; hit rate 0.53% among 350,000;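 active = mean inhibition across replicates at least about 35%, with every replicate also reaching that limit, limit read from the data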;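 also: 0% = median of neutral control wells and 100% = no fluorescence left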
Target sequence (P55212 24-179 limits assumed): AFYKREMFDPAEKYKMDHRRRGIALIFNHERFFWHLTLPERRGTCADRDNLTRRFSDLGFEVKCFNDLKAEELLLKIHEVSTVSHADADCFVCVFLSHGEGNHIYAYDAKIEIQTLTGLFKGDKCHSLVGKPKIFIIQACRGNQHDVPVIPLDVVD
Target sequence (P55212 194-293 limits assumed): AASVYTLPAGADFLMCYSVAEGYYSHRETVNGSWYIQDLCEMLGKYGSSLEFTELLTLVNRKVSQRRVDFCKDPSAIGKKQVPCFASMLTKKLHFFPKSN
PglD DTNB: blocks C. jejuni PglD acetyltransferase activity; purified PglD enzyme, DTNB colorimetric CoA detection; inhibition, % at 12.5 µM; hit rate 0.098% among 360,000; AID 602405; in the data active = inhibition above about 16%, passing the limit was not always enough; also: strong numbers were not always called active
RAD54 inh: blocks human RAD54 Holliday junction branch migration; Q92698; FAM/BHQ fluorescence; inhibition, % at 10.4 µM; hit rate 0.14% among 360,000; AID 602329;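 active = mean normalized replicate activity at least 40 and at least half of replicates scoring 40 or more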;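 also: 0% = median of neutral control wells and 100% = median of positive control wells; inhibitors cause a drop in the FAM fluorescence signal; in these data hits start at about 50%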
E-selectin induc: E-selectin induction on HUVECs | AID 686992 | HUVEC E-selectin immunofluorescence imaging; normalized: neutral wells 0, TNF-alpha wells 100 | P16581 | hit rate 0.37% among 260,000 | activation, % at 7.58 µM;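 active = mean E-selectin-positive cell signal at least 10% of the positive control, reached in at least 60% of replicates, without over 20% cell loss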;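 also: in these data hits start at about 27%; measured in HUVEC primary endothelial cells; signal is the percent of cells scored E-selectin positive by PE staining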
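System: HUVEC / Compound: single concentration / Signal: immunofluorescence imaging / Read-out: percent E-selectin-positive cells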
esBAF inh: blocks esBAF chromatin remodeling in mouse ES cells; reporter increase, % at 12.5 µM; Bmi1-luciferase knock-in reporter, 24 h; 100% = twice the neutral-well signal; hit rate 2% among 350,000; AID 602393; in the data active = activation above about 40%;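 also: 0% = median of the plate's neutral control wells and 100% = double that signal; a rise in the Bmi1 reporter signal indicates esBAF inhibition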
ERp5 inh: ERp5 (human) disulfide isomerase inhibition | ERp5 insulin aggregation, absorbance 650 nm, 90 min | inhibition, % at 9.99 µM | hit rate 0.05% among 350,000 | AID 651711;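 active = mean replicate inhibition above about 25%, with every replicate also reaching it, limit read from the data, passing the limit was not always enough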
Target sequence (Q15084 whole entry, looked up): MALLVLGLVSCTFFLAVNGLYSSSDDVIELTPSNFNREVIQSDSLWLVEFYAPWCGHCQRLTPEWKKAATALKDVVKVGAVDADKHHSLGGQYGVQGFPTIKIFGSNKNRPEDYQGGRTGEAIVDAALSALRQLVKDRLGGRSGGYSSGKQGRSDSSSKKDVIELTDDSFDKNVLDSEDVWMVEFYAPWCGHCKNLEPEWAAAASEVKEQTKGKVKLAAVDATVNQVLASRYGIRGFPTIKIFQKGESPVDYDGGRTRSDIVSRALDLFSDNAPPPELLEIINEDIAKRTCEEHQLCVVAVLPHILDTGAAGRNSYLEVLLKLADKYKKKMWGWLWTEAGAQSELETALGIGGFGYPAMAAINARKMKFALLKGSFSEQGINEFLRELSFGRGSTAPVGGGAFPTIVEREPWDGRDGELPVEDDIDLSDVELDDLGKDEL
ARNT-TACC3 inh: disrupts binding between human ARNT and TACC3 | AlphaScreen His-ARNT PAS-B/GST-TACC3 binding, luminescence; TACC3 fragment carries E629A point mutation | inhibition, % at 9.99 µM | hit rate 0.66% among 390,000 | AID 623870;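 active = mean inhibition of replicates at least 50% and at least half of replicates each reaching 50%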;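 also: 0% = complete ARNT plus TACC3 wells and 100% = ARNT alone without TACC3; many hits fall short of the cut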
RAD52 anneal inh: RAD52 (human) annealing inhibition; AID 651710; P43351; hit rate 0.46% among 360,000; recombinant RAD52 DNA annealing, FRET fluorescence; inhibition, % at 18.7 µM;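 active = every replicate showing at least 50% inhibition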
Active calls of the source: *; · = not tested or not shown.

Every second line gives: ARNT-TACC3 inh | RAD52 anneal inh | E-selectin induc | Casp6 inh | RAD54 inh | ERp5 inh | esBAF inh | PglD DTNB
CCS(=O)(=O)NC(C)C(c1cccs1)N1CCN(c2ccc(OC)cc2)CC1 (centres undefined)
    3 | -7 | · | 2 | -6 | -2 | 2 | 0
CCN(CC)CCN(C(=O)Cn1nnc(-c2ccc(OC)c(OC)c2)n1)C(C(=O)NC1CCCC1)c1ccc(F)cc1 (centres undefined)
    -5 | -14 | · | -1 | -8 | -9 | -2 | 0
C/C(=N/Nc1ccccc1[N+](=O)[O-])c1ccc(C)c([N+](=O)[O-])c1
    -7 | 4 | · | 1 | -25 | -1 | 24 | 0
Cc1ccc2[nH]c(=O)c(-c3nc4c(C)cccn4c3NCc3ccco3)cc2c1
    -17 | · | · | · | -9 | · | 27 | -3
COc1ccc(CN(C)C[C@@H]2OCCCC[C@@H](C)Oc3ccc(NS(=O)(=O)c4cn(C)cn4)cc3C(=O)N([C@H](C)CO)C[C@@H]2C)cc1
    20 | 19 | 0.0 | -1 | 3 | 4 | 0 | 2
O=C(Nc1ccc2c(c1)OCO2)c1cccc(S(=O)(=O)N2CCOCC2)c1
    4 | -11 | 1.1 | 0 | 5 | -1 | · | ·
Cc1ccc(F)cc1S(=O)(=O)N[C@@H]1CCN(C(=O)c2ccc(OC(C)C)cc2)C1
    2 | 4 | · | 1 | -9 | -1 | · | 4
CC1CCCN(c2cc(N(C)CCO)c([N+](=O)[O-])c3nonc23)C1 (centres undefined)
    -8 | 0 | 0.0 | -3 | 4 | -8 | -2 | -5
O=C(CN1C(=O)COc2ccccc21)NCCCN1CCc2ccccc2C1
    0 | 4 | · | -17 | -4 | 5 | 1 | 1
CC(=O)NC(CC(=O)Nc1nc(-c2ccccc2)c(C(C)=O)s1)c1ccccc1 (centres undefined)
    6 | -30 | · | -1 | -9 | -1 | -1 | 1
COc1ccccc1-c1nc(C#N)c(NCCCn2ccnc2)o1
    6 | 15 | · | -7 | · | 1 | · | ·
Cn1cnc(S(=O)(=O)N2CCCCC2c2cc(C(=O)NCc3ccc(Cl)c(Cl)c3)no2)c1 (centres undefined)
    · | 2 | -2.2 | -1 | 5 | 1 | -3 | 4
CCOc1ccccc1NC(=O)CN1CCC(NC(=O)Nc2ccccc2)CC1
    · | -2 | · | -1 | -1 | 5 | -1 | -1
Cc1nnc2n(-c3ccccc3)c(=O)c3c4c(sc3n12)COC(C(C)C)C4 (centres undefined)
    -4 | · | · | · | 5 | · | -2 | 1
O=C(O)CCC(=O)Nc1ccc(Cc2ccc(NC(=O)CCC(=O)O)c(O)c2)cc1O
    -9 | · | · | · | 0 | · | 7 | 6
COc1cc(CC(=O)Nc2cccc(S(=O)(=O)N(C)c3ccccc3)c2)cc(OC)c1OC
    3 | -25 | -1.0 | -2 | 4 | -3 | 17 | 1
CC1CCN(S(=O)(=O)c2ccc(NC(=O)CCN3C(=O)C4CC=CCC4C3=O)cc2)CC1 (centres undefined)
    3 | -24 | -0.2 | -1 | -6 | 8 | 4 | 2
O=C(C1CCCN1S(=O)(=O)c1ccc(Cl)cc1)N1CCN(c2ccccc2)CC1 (centres undefined)
    -4 | -7 | 0.2 | -3 | 6 | -1 | -6 | 7
Cc1ccc(S(=O)(=O)Nc2ccc3c(c2)C(=O)N([C@H](C)CO)C[C@H](C)[C@H](CN(C)S(=O)(=O)c2ccc(C)cc2)OCCCC[C@@H](C)O3)cc1
    2 | -5 | -0.3 | 4 | -3 | 2 | 2 | 5
Cn1c(=O)c2c(ncn2Cc2cc(-c3ccccc3)no2)n(C)c1=O
    -1 | · | · | · | -7 | · | -66 | -6
Cc1noc(C)c1S(=O)(=O)Nc1ccc2c(c1)C(=O)N([C@H](C)CO)C[C@H](C)[C@@H](CN(C)S(=O)(=O)c1ccc(F)cc1)OCCCC[C@@H](C)O2
    -2 | 76* | 0.1 | 0 | -2 | -1 | 5 | 10
CC(C)(C)OC(=O)C[C@H]1C/C=C\C[C@@H](CC(=O)N(CCO)Cc2ccccc2)C(=O)N[C@@H](c2ccccc2)COC1=O
    -1 | -9 | -0.1 | 0 | 1 | -3 | 3 | -2
CCc1cccc2c(C(=O)Cn3nnc(-c4ccc(OC)c(OC)c4)n3)c[nH]c12
    2 | · | · | · | 2 | · | 1 | 5
C/C=C/c1ccc([C@@H]2[C@H](CO)N3CCCCN(S(=O)(=O)c4ccc(OC)cc4)C[C@@H]23)cc1
    11 | 21 | -0.2 | 1 | 3 | 1 | -2 | -3
C/C(=N\Nc1nc(C)cc(-c2ccccc2)n1)c1ccc(F)cc1
    -4 | -6 | -0.2 | -2 | 2 | 6 | 20 | 3
O=C(c1ccc(N2CCN(C(=O)c3ccc(F)c(F)c3)CC2)cc1)c1cccc(F)c1
    -2 | -8 | -0.8 | 1 | -5 | 2 | 3 | 3
Cc1ccc(OCC(=O)c2cc(C)n(CC(F)(F)F)c2C)c([N+](=O)[O-])n1
    · | -19 | 1.4 | 2 | · | 4 | · | ·
CCOC(=O)N1CCC(NC(=S)Nc2ccc3nc(N4CCN(C)CC4)cc(C)c3c2)CC1
    4 | 35 | -0.1 | -7 | 14 | -1 | -2 | 2
CCC/C(=C1/C(=O)CC(C)(C)C(C(=O)OC)C1=O)N1CCCC1 (centres undefined)
    -8 | · | · | · | 3 | · | -7 | 3
NC1=NC(=O)C(Cc2ccc(OC(F)(F)F)cc2)S1 (centres undefined)
    -7 | 6 | -0.1 | -1 | 5 | 0 | -4 | -2
CCOC(=O)c1c(NC(=O)CSc2nnc(-c3ccco3)o2)sc(C)c1C
    -4 | · | · | · | 18 | · | -6 | 5
COc1ccc(N(CC(=O)Nc2cc(C(=O)O)ccc2C)S(=O)(=O)c2c(C)noc2C)cc1
    4 | · | · | · | -5 | · | -4 | 5
CCC1(c2ccccc2)NC(=O)N(CC(=O)N2CCN(S(=O)(=O)c3ccccc3)CC2)C1=O (centres undefined)
    4 | -16 | · | 3 | 6 | -5 | · | -1
NS(=O)(=O)c1ccc(NC(=O)Nc2ccc3c(c2)OCO3)cc1
    -5 | -5 | 0.2 | -1 | -4 | 8 | 34 | 2
O=C(Nc1c(C(=O)NCc2ccco2)cnn1-c1ccccc1)c1ccc(F)cc1
    -5 | · | · | · | 0 | · | 5 | -2
N#C[C@H]1[C@H](c2ccc(C3=CCCCC3)cc2)[C@@H](CO)N1C(=O)c1cccc(F)c1
    -6 | -26 | -0.7 | 0 | 2 | -2 | -3 | 0
Cc1cc(C)c(S(=O)(=O)NCc2ccncc2)c(C)c1
    -6 | · | · | · | -2 | · | -18 | 7
CN1CCCCN2[C@H](CO)[C@H](c3ccc(Br)cc3)[C@@H]2C1
    -5 | -11 | -0.2 | -2 | 3 | 0 | -3 | -14
C[C@H]1CN([C@@H](C)CO)C(=O)Cc2cc(NC(=O)Nc3ccc4c(c3)OCO4)ccc2O[C@@H]1CN(C)C(=O)Nc1ccccc1
    6 | · | -0.4 | · | 4 | · | -5 | 1
CCOc1ccc(C(=O)Nc2ccc3[nH]ncc3c2)cc1
    -3 | 6 | · | -7 | 5 | 2 | -37 | -3
O=C(NCc1ccccn1)C1(C(F)(F)F)C/C(=C\CCO)CCCO1 (centres undefined)
    · | -2 | 0.5 | · | 8 | -2 | 4 | 1
Cc1cc(NC(=O)CS(=O)CC(=O)Nc2c(C)cccc2C)ccc1-n1cnnn1 (centres undefined)
    -2 | 2 | · | -2 | 3 | 4 | -2 | -4
COc1cc([C@H]2c3c(cc(OC)c(O)c3OC)C[C@@H](CO)[C@@H]2CO[C@@H]2O[C@H](CO)[C@@H](O)[C@H](O)[C@H]2O)cc(OC)c1O
    1 | -21 | · | 4 | -3 | 3 | 3 | 6
C[C@@H]1CN([C@@H](C)CO)C(=O)c2cc(C#CC3CC3)cnc2O[C@@H]1CN(C)C(=O)CC1CC1
    31 | 4 | -0.1 | -4 | 7 | 0 | 0 | -1
NC(=S)NNc1cccc(Cl)c1
    18 | · | 0.4 | · | 4 | · | -6 | 5
O=C(CNc1ccccc1Cl)Nc1cc(S(=O)(=O)N2CCOCC2)ccc1Cl
    4 | -8 | · | 2 | -10 | -7 | 7 | -4
NC(=O)CCC(NS(=O)(=O)c1ccc(Cl)cc1)C(=O)NCc1ccc(Cl)cc1 (centres undefined)
    -32 | -16 | · | 0 | · | 0 | · | ·
COc1ccc(-c2nnn(CC(=O)N(CCCO)C(C(=O)NC3CCCC3)c3ccc(F)cc3)n2)cc1 (centres undefined)
    -1 | -11 | · | 4 | · | -5 | · | ·
O=C(C[C@H]1C=C[C@H](NC(=O)Cc2cccnc2)[C@H](CO)O1)NCc1ccc2c(c1)OCO2
    -14 | 9 | -0.3 | 2 | 0 | -3 | -2 | 0
Cc1ccc(-c2nn3c(C)nnc3s2)cc1NC(=O)C(C)C
    -3 | 0 | 0.0 | 0 | -3 | -3 | 0 | -3
Cc1ccc(-c2nnc(NC3CCCC3)s2)cc1
    -10 | -10 | 0.2 | -4 | 7 | -4 | 20 | -5
Cc1ccc(S(=O)(=O)CC(=O)NCc2ccc(Cl)cc2)cc1
    -2 | 8 | -0.3 | 0 | 5 | 6 | -1 | 1
CC1(C)NC(=O)N(CC(O)CN2C(=O)NC(C)(C)C2=O)C1=O
    -26 | · | · | · | -25 | · | 6 | 8
CC(C)(C)c1ccc(S(=O)(=O)NC(=O)C2(C)CCN2C(=O)Cc2cccc3ccccc23)cc1 (centres undefined)
    · | -15 | 0.6 | 3 | -6 | 1 | -2 | -4
O=C(O)c1cc(-c2ccc3c(c2)OCCO3)n[nH]1
    -2 | -20 | · | 2 | -13 | 4 | -3 | 1
Cc1noc(C)c1S(=O)(=O)Nc1ccc2c(c1)C(=O)N([C@@H](C)CO)C[C@@H](C)[C@@H](CN(C)C(=O)CCC(F)(F)F)OCCCC[C@H](C)O2
    -8 | -2 | 0.3 | 0 | 2 | -2 | 4 | 3
Cc1cc(C)n2nc3nc(N4CCCCC4)nc(-c4ccco4)c3c2n1
    23 | · | · | · | 8 | · | -4 | -6
COc1ccc(Cc2nc3ccc(C(=O)N4CCN(C)C(C)C4)cc3o2)cc1OC (centres undefined)
    -4 | -15 | · | -2 | -4 | 1 | 16 | 0
CCC(C)(C)n1nnnc1C(c1cc2ccc(OC)cc2[nH]c1=O)N1CCCCC1 (centres undefined)
    -2 | · | · | · | -11 | · | 3 | 4
COCCn1c(SCc2ccc(C(=O)OC)o2)nnc1-c1c[nH]c2ccccc12
    -5 | -1 | -0.1 | 2 | -2 | -15 | 4 | -1
CN(Cc1nc(-c2ccc(Cl)cc2)no1)C(=O)c1ccco1
    -3 | -3 | · | 2 | -15 | 3 | 6 | -4
Cc1ccc(NC(=S)N2CCC(NC(=O)C3CCCCC3)CC2)cc1C
    -18 | -6 | · | 1 | -7 | -8 | 1 | ·

3 entries picked at random from those above, as already listed:
Every second line gives: ARNT-TACC3 inh | RAD52 anneal inh | E-selectin induc | Casp6 inh | RAD54 inh | ERp5 inh | esBAF inh | PglD DTNB
Cc1cc(C)n2nc3nc(N4CCCCC4)nc(-c4ccco4)c3c2n1
    23 | · | · | · | 8 | · | -4 | -6
Cc1ccc(NC(=S)N2CCC(NC(=O)C3CCCCC3)CC2)cc1C
    -18 | -6 | · | 1 | -7 | -8 | 1 | ·
CCC1(c2ccccc2)NC(=O)N(CC(=O)N2CCN(S(=O)(=O)c3ccccc3)CC2)C1=O (centres undefined)
    4 | -16 | · | 3 | 6 | -5 | · | -1
